# FLuc inh counter – counter-screen for luciferase assay inhibitors: firefly luciferase inhibition | inhibition, % at 10 µM | actives 1.5% (n = 200,000) | ATPLite firefly luciferase biochemical luminescence, 10 min;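 active means inhibition above about 50% when tested at 10 µM, limit read from the data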
# Target sequence (P08659 whole entry, looked up): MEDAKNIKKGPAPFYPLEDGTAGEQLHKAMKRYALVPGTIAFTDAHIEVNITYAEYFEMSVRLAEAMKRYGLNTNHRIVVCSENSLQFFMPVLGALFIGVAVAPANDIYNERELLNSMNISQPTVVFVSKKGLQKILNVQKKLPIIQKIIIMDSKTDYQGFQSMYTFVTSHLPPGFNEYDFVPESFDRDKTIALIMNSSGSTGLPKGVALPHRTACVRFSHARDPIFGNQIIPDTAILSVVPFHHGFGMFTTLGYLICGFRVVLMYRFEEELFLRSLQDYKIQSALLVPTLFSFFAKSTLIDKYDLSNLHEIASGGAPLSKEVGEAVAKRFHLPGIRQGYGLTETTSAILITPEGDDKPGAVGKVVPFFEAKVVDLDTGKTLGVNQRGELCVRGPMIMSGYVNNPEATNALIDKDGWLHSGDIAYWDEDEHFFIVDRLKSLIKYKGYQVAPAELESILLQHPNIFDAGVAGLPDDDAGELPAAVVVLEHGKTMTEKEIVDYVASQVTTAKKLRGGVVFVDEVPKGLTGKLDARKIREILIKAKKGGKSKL
# APP 5'UTR act – activates APP 5'UTR luciferase reporter | AID 1276 | SH-SY5Y APP 5'UTR luciferase reporter, luminescence; zero percent = DMSO vehicle wells | actives 1% (n = 190,000) | activation, % at 2 µM;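 active means activation above a set limit, based on mean plus 3 SD of controls, cut at about 140% in these data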; further: values of inactives mirror those of a sister screen read the other way
# bIAP act – intestinal alkaline phosphatase (bovine) activation. AID 1016. activation factor at 20 µM. actives 0.17% (n = 200,000). purified bovine IAP, CDP-star luminescence, 30 min; stronger effect = higher value; fold of DMSO-control signal, blank-subtracted;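 active means activation factor of 2 or more at 20 µM, a signal rise over negative controls twice the positive control's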
# TNAP inh hi DEA – inhibitors of human TNAP at high phosphate acceptor concentration. P05186. AID 1135. actives 0.03% (n = 200,000). purified TNAP, CDP-star luminescence, 1 M DEA. inhibition, % at 20 µM;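 active means over 50% inhibition of tissue-nonspecific alkaline phosphatase at 20 µM in the single-dose screen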;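 further: plate controls were DMSO wells for no effect and EDTA-quenched wells as full inhibition for full effect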
# Target sequence (P05186 whole entry, looked up): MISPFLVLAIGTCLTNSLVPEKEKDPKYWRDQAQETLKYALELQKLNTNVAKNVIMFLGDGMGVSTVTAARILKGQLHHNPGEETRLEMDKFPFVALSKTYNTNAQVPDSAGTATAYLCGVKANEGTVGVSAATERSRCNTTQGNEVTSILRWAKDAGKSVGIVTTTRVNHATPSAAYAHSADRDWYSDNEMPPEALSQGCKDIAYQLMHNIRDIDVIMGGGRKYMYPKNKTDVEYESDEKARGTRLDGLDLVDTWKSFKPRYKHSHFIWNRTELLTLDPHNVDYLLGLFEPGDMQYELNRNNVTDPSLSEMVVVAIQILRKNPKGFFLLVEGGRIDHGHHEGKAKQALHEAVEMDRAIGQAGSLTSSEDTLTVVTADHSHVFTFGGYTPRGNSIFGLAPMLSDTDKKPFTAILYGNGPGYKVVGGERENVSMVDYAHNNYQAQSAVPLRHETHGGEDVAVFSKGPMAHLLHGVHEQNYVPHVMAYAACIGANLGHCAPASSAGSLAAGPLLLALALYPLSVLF
# FLuc stim CS – firefly luciferase counter-screen for stimulation assays; P08659; ATPlite luciferase biochemical, luminescence, 10 min; 0 = ATP-free wells, 1 = DMSO control; activation factor at 10 µM; 200,000 tested, under 10 active;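 active means luciferase activation factor, scaled between plate controls, of at least 2 with compound at 10 µM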
#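 Material: luciferase plus luciferin reagent, cell-free. Medium: PBS buffer for ATP. Also added: ATP substrate, dispensed from a 10.24 µM working solution in PBS. Doses: test compounds dosed from 2 mM stocks in 100% DMSO. Incubation: 10 min post-reagent at room temperature. Technique: light output (luminescence). Read-out basis: luminescence gain marking luciferase activators.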
# TNAP act hi DEA – increases human TNAP activity under high phosphate acceptor concentration; purified TNAP, CDP-star luminescence, 1 M DEA, 30 min; stronger effect = higher value; 0 = EDTA background, 1 = DMSO-only activity; activation factor at 20 µM; 200,000 tested, under 10 active; P05186;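 active means activation factor at least 2 at 20 µM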
#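 Assay system: human TNAP; Input: enzyme diluted 1/800 final; Reagent: CDP-star luminogenic substrate at 100 µM final; Timing: 30 min, room temperature; Signal: luminescence; Evaluation: TNAP activation factor scaled between EDTA and DMSO control wells.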
# TNAP inh no acc – TNAP (human) inhibition, acceptor-free conditions. inhibition, % at 20 µM. purified TNAP, CDP-star luminescence, 30 min. actives 0.26% (n = 200,000). AID 1012;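 active means tissue-nonspecific alkaline phosphatase inhibition above about 50% at 20 µM in the single-dose screen, limit read from the data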;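 further: 0% = DMSO negative control and 100% = EDTA positive control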
# NF-kB expr up – compounds increasing NF-kB expression in human neuronal cells; NF-kB reporter expression; stronger effect = higher value; fold change at 12.5 µM; actives 1.6% (n = 190,000); in the data active means fold change above about 3.3
# PMI act satM6P – PMI (human) activation, high substrate | P34949 | coupled PMI enzyme assay, resazurin fluorescence, 20 min; stronger effect = higher value; 1 = untreated enzyme, 0 = substrate-free blank | activation factor at 20 µM | actives 0.34% (n = 190,000);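 active means activation factor of 2 or more at 20 µM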
#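 Material: human phosphomannose isomerase with PGI, G6PDH, diaphorase coupling enzymes / Reagent: Man-6-P substrate 1.0 mM / Dosing: single compound dose of 20 µM, 1% DMSO final / Incubation: enzyme reaction with compound 20 min at room temperature / Signal: resorufin fluorescence (Ex 544/Em 590 nm) from resazurin via diaphorase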
# PMI act – phosphomannose isomerase (human) activation | activation factor at 20 µM | purified human PMI, coupled resazurin fluorescence, 20 min; stronger effect = higher value; 1 = vehicle control, 0 substrate-free wells | actives 0.005% (n = 190,000);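 active means activation factor of 2 or more at 20 µM, relative to plate controls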
# Numbers without * were called inactive; . = no result given. The order is random; overall some 3.6% were active at least once.
SMILES,FLuc inh counter,APP 5'UTR act,bIAP act,TNAP inh hi DEA,FLuc stim CS,TNAP act hi DEA,TNAP inh no acc,NF-kB expr up,PMI act satM6P,PMI act
Cc1oc(-c2ccc(Cl)cc2)nc1CN1CCC(C(=O)NCc2cccnc2)CC1,-6.8,-0.2,1.2,-9.6,1.1,1.1,-6.6,0.87,1.1,1.1
Cc1cc(OCCN2CC(C)OC(C)C2)ccc1[N+](=O)[O-] (stereo not given),-7.6,-11.9,0.9,-6.7,1.1,1.1,-17.9,1.21,1.1,1
Cc1cc(=O)[nH]c(SCC(=O)Nc2nc(-c3ccccc3)cs2)n1,-3.5,-8.0,1,0.4,1,1,-0.1,1.37,0.9,1
Cc1cc(N2CCC(C)CC2)nc(NCc2ccccc2)n1,-4.0,-9.4,0.7,-4.1,1,1,-8.1,0.91,1,0.9
C=CCOC(=O)/C(=C/c1ccco1)NC(=O)/C=C/c1ccccc1,-2.9,3.3,1,-1.8,1,1,-7.9,1.01,1,1
COc1cccc(CNC2CCCc3ccccc32)c1OC (stereo not given),-4.2,4.4,1,-3.3,1,1,-3.3,1.07,1.1,1.1
CN(C)C1C(=O)c2ccccc2C1=O,-0.8,4.8,1,-1.0,1,1,-10.3,0.96,1.1,1.1
COc1ccc(S(=O)(=O)n2ccc(-c3ccc(OCCN(C)c4ccccn4)cc3)n2)cc1,2.5,10.0,1,-0.4,1,1,1.6,1.36,0.9,0.9
CCOCC(=O)Nc1ccc([N+](=O)[O-])cc1C,-3.5,-9.2,1.3,-0.1,1,1,-4.3,0.96,1,1
Cn1cc(C(=O)NCCN2CCN(c3cccc(Cl)c3)CC2)c2c3ccccc3n(C)c2c1=O,-2.0,-13.1,1.1,-2.4,1,1,-4.1,0.89,0.9,0.8
CCOC(=O)c1c(C)[nH]c(C(=O)CN2CC(C)OC(C)C2)c1C (stereo not given),0.5,-13.7,1,3.0,1,1,-6.6,1.17,1.1,1.1
CCS(=O)(=O)NCC(c1cccnc1)N1CCN(c2ccccc2OC)CC1 (stereo not given),-2.9,0.5,0.9,-2.7,1,1,-2.5,1,1,1
O=C(Nc1ccccc1N1CCOCC1)c1ccc(N2CCOCC2)c([N+](=O)[O-])c1,11.1,11.9,1.3,0.9,0.9,1,-0.5,0.82,1,1
CCCn1c(SCC(=O)N(CC)CC)nnc1-c1ccncc1,-5.6,8.7,0.9,-2.4,1.1,1,-9.3,1.14,0.9,0.9
O=C(O)CCC(=O)NCc1ccc(F)cc1,-1.3,10.6,1,3.2,1,1,-1.3,1.32,0.9,0.9
CC1CCN(c2nc3c(c(=O)[nH]c(=O)n3C)n2CC(C)CSc2nnnn2-c2ccccc2)CC1 (stereo not given),-5.8,-11.8,1.1,0.7,1.1,1,-22.4,1.16,1,0.9
CCNC(=S)N1CCc2ccccc2C1,1.0,12.6,1,-1.2,1,1,-4.3,1.22,1,0.9
N#CC1=C(SCC(=O)NC2CC2)NC(=O)C(C#N)C12CCCCC2 (stereo not given),-5.9,0.0,0.8,-4.2,1.1,1,-22.0,1.43,1,1
Cc1ccc(C)c(NC(=S)NC(NC(=O)/C=C/c2ccccc2)C(Cl)(Cl)Cl)c1 (stereo not given),-5.4,-4.3,0.9,-6.9,1.1,1.1,-14.5,0.89,1,0.9
Cc1ccc(C)c(N2CCN(C(=O)C(Cc3ccccc3)n3cccc3)CC2)c1 (stereo not given),-9.9,13.9,0.9,-11.2,1.1,1.1,-16.9,0.91,0.9,0.9
O=C(c1c(F)c(F)c(F)c(F)c1F)N1CCN(c2cccc(C(F)(F)F)c2)CC1,0.5,6.5,0.9,-2.4,1,1,-1.8,0.91,0.8,0.7
COc1ccc(C(=O)CSc2nnnn2C)c(OC)c1,4.4,20.2,1,1.1,1,1,-6.5,1,.,.
CN(NC(=O)C(C)(C)C)c1nc(-c2ccccc2)nnc1C(F)(F)F,-3.7,-3.4,0.9,-2.9,1,1,-21.1,1.25,1.1,1.1
CCO[C@H]1OC(C(=O)O)=C[C@@H](C2CCCCC2)[C@@H]1CCCO,-12.0,18.1,1,-8.6,1.1,1.1,-13.8,1.25,1.1,1
Cc1ccccc1C(=O)NC1CCN(C(=O)N2CCOCC2)CC1,5.7,-7.0,1,-1.2,0.9,1,-4.9,.,1,1
O=c1[nH]c2ccc(NC(=S)Nc3ccccc3)cc2[nH]1,-3.4,11.3,1,-0.6,1,1,-8.8,0.99,0.5,0.9
COCCn1c(-c2ccc(OC)cc2)nc2oc3cc(OC)ccc3c(=O)c2c1=O,-4.7,10.7,1.1,-5.5,1,1.1,-10.1,0.79,1.1,1
C#CCSc1nnc(-c2ccccc2)c(=O)[nH]1,0.5,4.1,1,2.3,1,1,-4.2,1.24,1,0.9
COc1ccccc1C(=O)NC(=S)Nc1ccc(NC(=O)c2ccco2)cc1,-7.4,-3.9,0.9,0.5,1.1,1,-2.7,0.85,1,0.9
CCOC(=O)c1c(NC(=O)c2ccoc2C)sc(C)c1C,-6.1,-6.7,0.8,-4.3,1.1,1,-6.2,0.97,0.9,0.9
CCc1nnc(NC(=O)C2CCCN(S(=O)(=O)c3ccc(OC)cc3)C2)s1 (stereo not given),-7.3,-5.3,1.1,-2.3,1.1,1,-8.1,0.78,.,.
O=S(=O)(c1ccc(F)cc1)N1CCN(c2ccc(-c3ccccc3)nn2)CC1,-8.2,-2.0,1.1,-5.0,1.1,1.1,-15.2,1.16,1.1,1.2
O=C(c1cc(-c2ccccn2)nc2ccc(Br)cc12)N1CCc2ccccc2C1,-3.7,5.8,0.9,-3.1,1,1,-5.3,0.42,0.8,0.9
CCOc1c(C#N)c(C#N)c2nc(C)cc(C)n12,-10.7,.,1,-11.5,1.1,1.1,-15.3,1.49,0.9,1.1
O=C(NCCCN1CCCCC1)c1ccc2c(=O)n(CCc3ccccc3)c(=O)[nH]c2c1,-4.8,-5.1,0.9,-1.7,1,1,4.9,1.19,1.1,1.1
COC(=O)/C=C/c1oc2ccccc2c1C,-1.0,3.0,1,-4.6,1,1,-11.8,1.31,1,1
O=C(Cn1cccc1)N1CCN(c2ccc(F)cc2)CC1,-9.0,4.0,0.9,-6.1,1.1,1.1,3.2,0.97,1.1,1.1
COc1ccc(CC(=O)NNC(=O)c2cnccn2)cc1,0.3,-8.6,1.4,-2.7,1,1,-9.3,1,0.8,0.8
Cc1ccccc1OC1=NS(=O)(=O)c2ccccc21,-2.6,3.5,1,-7.3,1,1.1,-13.2,1.17,1,1
COc1ccccc1N1CCN(CC(=O)c2c(N)n(C)c(=O)n(C)c2=O)CC1,-6.4,-1.7,1.1,-1.6,1.1,1,-11.9,0.93,1,1.1
CCOC(=O)C1=C(O)C(=O)N(Cc2ccc(C(C)(C)C)cc2)CC1,-1.7,-8.3,1.2,-0.6,1,1,-6.8,1.15,1,1
COc1cccc(-c2cc(C(F)(F)F)nc(-n3cc(C)cn3)n2)c1,-6.1,3.5,1,-0.5,1.1,1,-9.2,1.08,1.1,1.1
COc1cccc(NC(=O)N2CCCC(C(=O)NCc3ccc(F)cc3)C2)c1 (stereo not given),-4.6,-0.9,1,-2.1,1,1,-9.1,1.1,0.9,0.9
Cc1ccc(-n2ncc(C#N)c2/N=C/N(C)C)cc1,-0.9,3.6,1,-4.1,1,1,-7.3,1.05,1.1,1
Cc1cccc(NC(=O)c2nnn(-c3cccc(C(F)(F)F)c3)c2N)c1,-0.9,27.1,0.9,-4.2,1,1,-7.6,1.48,1.1,1.2
Cn1c(N)c(C(=O)CSc2ccc3c(c2)OCCO3)c(=O)n(C)c1=O,6.2,-1.1,1,1.6,0.9,1,5.7,0.71,1,0.9
CN1C(=O)/C(=N/OC(=O)c2ccccc2Br)c2ccccc21,3.6,4.1,0.9,4.2,1,1,-3.6,1.05,1,1
N=C1C(c2nc3ccccc3[nH]2)=C(O)CN1c1ccc(CC(=O)O)cc1,1.6,-14.8,1.5,-5.8,1,1.1,-33.3,0.72,0.9,0.8
Cc1cccc(NC(=O)CCCn2c(=S)[nH]c3ccccc3c2=O)c1,-8.0,7.0,0.9,-1.7,1.1,1,-5.0,1.39,1.1,1.1
CCCCc1ccc(NC(=O)C(=O)NCCN2CCN(Cc3ccc([N+](=O)[O-])cc3)CC2)cc1,-5.9,6.7,0.9,-5.2,1.1,1.1,-11.7,0.9,1.1,1.1

# Continuation:
SMILES,FLuc inh counter,APP 5'UTR act,bIAP act,TNAP inh hi DEA,FLuc stim CS,TNAP act hi DEA,TNAP inh no acc,NF-kB expr up,PMI act satM6P,PMI act
Cc1cccc(OCCC(=O)Nc2ccc(F)c(F)c2)c1,0.3,19.0,0.9,4.4,1,1,-1.3,1.29,0.9,0.9
COc1ccc(CN(C)CC(=O)NC(=O)NCc2ccccc2)c(OC)c1,-0.7,21.8,0.8,1.7,1,1,0.1,1.16,1,1
COc1ccc(NC(=O)N(Cc2cc3ccc(OC)cc3[nH]c2=O)CC2CCCO2)cc1 (stereo not given),0.8,-0.6,1.3,-3.8,1,1,-3.5,0.88,0.9,0.9
CN1CCN(c2ccccc2NC(=O)c2cc3ccccc3o2)CC1,-6.1,18.2,1,-2.7,1.1,1,-4.5,0.79,1,1
CN(CC(O)Cn1cnc2c1c(=O)n(C)c(=O)n2C)c1ccccc1 (stereo not given),-8.7,-8.7,0.9,-3.9,1.1,1,-5.3,1.07,0.9,1
C=CCNC(=S)Nc1sc2c(c1C(=O)OCC)CC(C)(CC)OC2 (stereo not given),-5.2,14.2,0.9,-1.9,1.1,1,-16.7,1.05,0.9,0.8
O=C(N/N=C/C1C(c2ccccc2)C1(Cl)Cl)c1cccc(Cl)c1 (stereo not given),-1.6,37.5,1.1,2.8,1,1,1.4,1.44,1,1
O=C(O)CSCC(=O)Nc1cccc2ccccc12,-3.9,-4.6,1,-6.1,1,1.1,-11.4,1.07,1.1,1.1
CCN(CC)C(=S)Nc1ccc(C(=O)OC)cc1,-6.7,33.7,1,-9.2,1.1,1.1,-11.2,1.2,1,1
CCSc1nnc(-c2cccnc2)n1-c1ccc(Cl)c(C)c1,-4.3,-1.1,1,-1.9,1,1,-9.7,1.2,0.9,0.9
CC1CCCCN1CCn1cnc2c([nH]c3ccccc32)c1=O (stereo not given),-7.6,1.7,0.9,-5.8,1.1,1.1,-18.4,1.04,0.9,0.9
Cc1ccc(NCCC(=O)c2cccc([N+](=O)[O-])c2)cc1,-2.5,26.5,0.8,-2.1,1,1,-7.5,1.13,0.6,0.6
CC(=O)Nc1ccc(/C=C(\C#N)C(=O)NC2CCCCC2C)cc1 (stereo not given),-0.8,-0.4,1,1.4,1,1,-0.7,1.27,1.1,1.2

# A draw from above in order of number of heavy atoms, largest number first:
SMILES,FLuc inh counter,APP 5'UTR act,bIAP act,TNAP inh hi DEA,FLuc stim CS,TNAP act hi DEA,TNAP inh no acc,NF-kB expr up,PMI act satM6P,PMI act
Cn1cc(C(=O)NCCN2CCN(c3cccc(Cl)c3)CC2)c2c3ccccc3n(C)c2c1=O,-2.0,-13.1,1.1,-2.4,1,1,-4.1,0.89,0.9,0.8
COc1cccc(-c2cc(C(F)(F)F)nc(-n3cc(C)cn3)n2)c1,-6.1,3.5,1,-0.5,1.1,1,-9.2,1.08,1.1,1.1
Cc1ccc(NCCC(=O)c2cccc([N+](=O)[O-])c2)cc1,-2.5,26.5,0.8,-2.1,1,1,-7.5,1.13,0.6,0.6

# Screening results: PubChem, several laboratories
